Compound activity from PubChem BioAssay.
H9c2 TAG inh: triacylglycerol accumulation inhibition; H9c2 cells, Nile Red lipid (TAG) fluorescence; cells loaded with 200 µM oleic acid; 230,000 compounds, 0.66% hits; AID 651582; inhibition, % at 12.5 µM;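 active means pattern-corrected inhibition of lipid staining of at least 50% with the nuclear-stain viability signal not falling by more than 50%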;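 further: 0% = DMSO wells and 100% = triacsin C control wells; some results filed as inactive read as strong as hits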
H9c2 TAG inh DAPI viability: further read-out of H9c2 TAG inh, marked with its call; DAPI nuclei signal change (viability), lower = more cytotoxic, %;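 whole-well DAPI fluorescence read on a plate reader as a viability signal; minus 50 percent equals half of cells still viable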
An asterisk follows results filed as active. The list is partial, so the mix of outcomes need not match the whole.

Compound,H9c2 TAG inh,H9c2 TAG inh DAPI viability
O=C(Cc1n[nH]c(=O)c2ccccc12)Nc1cccc(S(=O)(=O)N2CCCCCC2)c1,1,-7
Cc1ccc(CCNS(=O)(=O)c2cc3c(cc2C)NC(=O)CO3)cc1,15,-7
Cc1ccc(NC(=O)CSc2nc(N)cc(=O)[nH]2)cc1S(=O)(=O)N1CCOCC1,-1,-11
Cc1cccn2cc(COc3ccc(-c4ccccc4)cc3)nc12,-4,5
Cc1cccc(C2c3[nH]c4ccccc4c3CCN2C(=O)c2nn(C)c(=O)c3ccccc23)n1 (stereo not drawn),-7,-11
CCOc1ccc(NC(=O)[C@@H]2CCCN2C(=O)c2cccs2)cc1S(=O)(=O)N1CCCCC1,0,6
O=C(NC1CCCCC1)c1ccc(-c2cn[nH]c2)c2ccoc12,13,9
CN1C(=O)C(C)(C)c2cc(S(=O)(=O)NCC3CCC(C(=O)NCc4ccccc4)CC3)ccc21 (stereo not drawn),11,5
CCc1c(C)nc2cc(-c3ccc(OC)c(OC)c3)nn2c1NCC1CC1,0,5
O=C(O)c1n[nH]c2ccccc12,-6,16
COc1ccc(/C=C(/C#N)C(=O)Nc2ccc(C)cc2C)cc1C(=O)O,1,-8
O=C1CC(N2CCC(c3nc4ccccc4s3)CC2)C(=O)N1 (stereo not drawn),10,-7
COc1ccc(/C=N/n2c(-c3cc(C)[nH]n3)n[nH]c2=S)cc1,6,2
COc1cccc(C2C=C(c3ccc(Br)s3)Nc3ncnn32)c1OC (stereo not drawn),4,11
Cc1cccnc1NC(=O)c1ccc(Cl)c(S(=O)(=O)N2CCCC2)c1,-15,-2
CCOC(=O)Cc1c(C)nc2cc(-c3ccc(C)cc3)[nH]n2c1=O,-11,-9
Cc1nc(SCc2nc3cc(Cl)c(F)cc3[nH]2)c2oc3ccccc3c2n1,-3,-8
CC(=O)Nc1ccc(-c2csc(Nc3ccc(Cl)cn3)n2)cc1,3,12
COC(=O)c1ccc2c(c1)C(NC(C)=O)CCc1cc(OC)c(OC)c(OC)c1-2 (stereo not drawn),34,-19
Cc1cc(C)nc(SCC(=O)NN)n1,6,3
COc1ccc(NC(=O)c2ccc(-n3c(C)ccc3C)cc2)c(OC)c1,1,-9
CCOC(=O)N1CCN(C(=O)Cn2ccc3ccccc3c2=O)CC1,-9,5
CCCCNC(=O)C1CCN(S(=O)(=O)c2c(C)noc2/C=C\c2ccc(OC)cc2)CC1,-13,-13
O=C(CCc1c[nH]c2ccccc12)Nc1ncccc1O,10,-5
O=C(CCCn1c(=O)c2ccccc2n(Cc2ccccc2)c1=O)NCc1ccco1,-11,-1
C[C@@H]1COC(=O)[C@H](Cc2ccc(F)cc2)CC/C=C/C[C@@H](CC(=O)N[C@@H](CO)Cc2ccccc2)C(=O)N1,14,-16
COc1ccc(N=C2O/C(=C/c3sc(=S)n(CC4CCCO4)c3O)N=C2C#N)cc1 (stereo not drawn),0,-1
CCP(=O)(c1cccc([N+](=O)[O-])c1)c1cccc([N+](=O)[O-])c1,-9,8
O=C(NCCNCc1cccc(Cl)c1)c1ccco1,-17,-2
CCOc1ccccc1NC(=S)N(CCOC)C1CCN(C(C)=O)CC1,1,-11
Cc1cccc2c(C(=O)Nc3ccc(Br)cc3)cc(-c3ccccn3)nc12,4,-6
O=C(Cn1nnc2ccccc21)Nc1ccc(Cl)cn1,1,-5
S=c1[nH]nc(CCc2ccccc2)n1Cc1ccccc1,-3,4
CCO[C@H]1OC(C(=O)NCc2ccccc2)=C[C@@H](C2CCCCC2)[C@@H]1CCCO,-15,-10
CCC(=O)OCC(=O)Nc1cc([N+](=O)[O-])ccc1OC,6,-10
CCOc1ccc(Oc2ccccc2NC(=O)C2=COCCO2)cc1,-19,1
O=c1c([N+](=O)[O-])cc(C(F)(F)F)cn1Cc1c(Cl)cccc1Cl,-5,-2
COc1ccc(S(=O)(=O)N2CCN(c3ccc4nnc(-c5ccc(F)cc5)n4n3)CC2)cc1,22,-9
COc1ccc(N=C2NC(=O)/C(=C\C=C\c3ccccc3)S2)cc1,13,0
CCOc1ccc(NC(=O)COC(=O)COc2cccc3c2OC(C)(C)C3)cc1,3,1
COC(=O)c1c(NC(C)=O)sc2c1CCN(Cc1ccccc1)C2,1,-13
COCCNC(=O)c1cc2sccc2n1C,-6,-5
O=C(N/N=C/c1ccccc1)c1ccc(N2CCOCC2)c([N+](=O)[O-])c1,3,10
CC1CC(C)CN(C(=O)COC(=O)c2cccc([N+](=O)[O-])c2)C1 (stereo not drawn),6,5
Cc1ccc(NC2=NCC(=O)N2CCc2ccccc2)cc1C,2,-6
Clc1ccccc1CSc1nc2ccncc2[nH]1,-16,3
Cc1cccc(NC(=O)C(C)SCc2nc3sc(C)c(C)c3c(=O)[nH]2)n1 (stereo not drawn),5,-1
CC(C)OP(=O)(OC(C)C)C(Nc1cccc(C(=O)O)c1)c1ccccc1 (stereo not drawn),6,0
COc1cc(NC(=O)c2n[nH]c(=O)c3ccccc23)cc(OC)c1,14,2
O=C(c1ccccc1)N1CCN(S(=O)(=O)N2CCOCC2)CC1,-4,2

The list goes on:
Compound,H9c2 TAG inh,H9c2 TAG inh DAPI viability
CC(C)(C)OC(=O)N[C@H](C(=O)OC(C)(C)C)c1ccc(Br)cc1,-63,2
O=C(NCCc1ccncc1)c1ccc2nc(Cc3cccc(Cl)c3)oc2c1,7,10
c1ccc(Oc2ncnc3ccccc23)cc1,0,0
Cn1nc(CC(=O)N2CCN(c3ccccc3)CC2)c2ccccc2c1=O,1,13
Cc1cc(C)n2nc(C(=O)Nc3ccc(N4CCOCC4)cc3)nc2n1,-7,2
Cc1ccc(S(=O)(=O)Nc2ccc(S(=O)(=O)N3CCOCC3)cc2)cc1,-12,3
CC(C)c1ccc(NC(=O)c2cc(S(=O)(=O)N3CCCC3)c[nH]2)cc1,-20,2
Cc1cc(NC(=O)COc2ccc(F)c(Cl)c2)no1,-3,-6
CC1(C)CC(=O)C(CS(=O)(=O)c2ccccc2)=C(Cl)C1,15,-2
Cc1cc(C(=O)NN=C2CCCC2)c2ccccc2n1,2,-2
CC(C)OC(=O)N(C)C[C@H]1OCc2cnnn2CCCC(=O)N([C@H](C)CO)C[C@@H]1C,-2,8
Cc1ccc(OCCn2cnc(Cl)c2Cl)cc1,-6,4
CN1CCC(N(C)CC(C)(C)NS(=O)(=O)c2ccccc2)CC1,-4,3
CC(=O)N1CCN(C(=O)CCNC(=O)c2ccc(Br)cc2)CC1,8,-2
Cc1c(C)c2cc(Cl)c(O)c(CN3CCN(C)CC3)c2oc1=O,20,73
CCN(CC)C(=O)[C@H]1C[C@H](CC(=O)NCC23CC4CC(CC(C4)C2)C3)C(=O)N2CCc3c([nH]c4ccc(Cl)cc34)[C@]12C,34,-10
N#Cc1ccc(CSc2nnc(NC(=O)c3ccc(=O)[nH]c3)s2)cc1,-5,-1
Cc1ccc(N=C2CSC(=O)N2)cc1,-8,-4
Nc1cccc2c3c(oc12)CCCC3,3,-8
O=C(N/N=C/c1cc2cc3c(cc2nc1Cl)OCO3)c1ccncc1,18,-10
CN1CCN(C(=O)C2(NC(=O)Nc3cccc(F)c3)CCCCC2)CC1,-4,10
Cn1c(Cc2csc(N)n2)nnc1SC/C=C/c1ccccc1,-14,3
CC1=NNC(=O)C1CCC(=O)N/N=C/c1ccco1 (stereo not drawn),-7,-2
CN1CCN(c2nc3ccccn3c(=O)c2/C=C(\C#N)S(=O)(=O)c2ccccc2)CC1,4,4
COc1ccc(C(C)(O)c2nc(-c3ccoc3)cs2)cc1 (stereo not drawn),-2,4
CCCc1nc2sc3ccccc3c(=O)c2c(=O)n1Cc1ccccc1,7,-4
CCN1CCN(CC(=O)c2cc(Cl)ccc2Cl)CC1,-3,4
NC(CO)c1csc(NC(=O)Nc2cccc(Cl)c2)n1 (stereo not drawn),6,-10
c1ccc(-c2cnc(C3CCCCC3)o2)cc1,10,-2
CCOC(=S)SCc1cn2cccc(C)c2n1,-10,-6

Copied from above, 3 compounds:
Compound,H9c2 TAG inh,H9c2 TAG inh DAPI viability
CN1CCN(C(=O)C2(NC(=O)Nc3cccc(F)c3)CCCCC2)CC1,-4,10
Cn1c(Cc2csc(N)n2)nnc1SC/C=C/c1ccccc1,-14,3
CC1=NNC(=O)C1CCC(=O)N/N=C/c1ccco1 (stereo not drawn),-7,-2

The results go on.
Compound,H9c2 TAG inh,H9c2 TAG inh DAPI viability
CCn1c(SCC(=O)Nc2ccccc2)nnc1-c1ccc(S(=O)(=O)N2CCOCC2)cc1,13,1
Cn1nc(-c2ccccc2)cc1NC(=O)CCCC(=O)O,0,4
COc1cccc(/C=C/C(=O)OCC(=O)c2c[nH]c3ccccc23)c1,10,5
O=C(O)c1ccc(N/N=C/c2ccc(-c3cc(Cl)ccc3Cl)o2)cc1,19,6
CCOc1ccc(C(=O)Nc2ccccc2N2CCCC2)cc1,14,-30
COc1ccc(-c2[nH]ncc2CN2CCC(C(=O)N3CCOCC3)CC2)c(F)c1,-9,10
O=C(Nc1ccccc1Cl)Nc1ccnn1C1CCN(C(=O)C2CCOC2)CC1 (stereo not drawn),2,7
O=C1CC(C(=O)NCc2ccccc2)N=C(N2CCCCC2)N1 (stereo not drawn),21,-1
Cc1cc(F)ccc1NC(=O)c1cnccn1,-1,-2
CC1CCN(CCn2c(=S)[nH]c3cc4c(cc3c2=O)OCO4)CC1,-11,2
O=[N+]([O-])c1cccc(C=NNC(=S)NC23CC4CC(CC(C4)C2)C3)c1,-48,3
Cc1c(NC(=O)c2ccc(NS(=O)(=O)c3cccc([N+](=O)[O-])c3)cc2)c(=O)n(-c2ccccc2)n1C,-1,1
C#CCOCC1CN(C)C(=O)O1 (stereo not drawn),16,-9
Cc1cccc(-n2c(-c3ccc(Br)o3)n[nH]c2=S)c1,-1,0
CCC(C)(C)NC(=O)C(c1ccccc1)N(Cc1cccs1)C(=O)Cn1nnc2ccccc21 (stereo not drawn),1,2
O=S(=O)(NC(=NCc1ccccc1)c1ccccc1F)c1ccccc1,21,-12
CCc1nc(-c2ccc(C)nc2OC)no1,10,5
CCOC(=O)C1=C(c2ccccc2)NC(=O)NC1c1cccc(OC)c1OC (stereo not drawn),-1,5
Cc1c(C)n(Cc2ccccc2)c2ncnc(N)c12,-115,8
O=C(Cc1c(F)cccc1Cl)NNC(=O)c1ccncc1,-10,3
Cc1cc(C(=O)NC2CCCc3c2cnn3-c2ccccc2F)nc(C)n1 (stereo not drawn),12,1
CSCCC(NS(=O)(=O)c1ccc(Cl)cc1)C(=O)OCC(=O)c1ccc(F)cc1 (stereo not drawn),1,-6
CC(Sc1ncnc2sc(-c3ccccc3)cc12)C(=O)NCC1CCCO1 (stereo not drawn),-2,11
O=C1C(Cl)=C(N2CCOCC2)C(=O)N1c1ccccc1F,3,-5
Cc1ccc(C2=NS(=O)(=O)N(C)C(C(=O)N3CCOCC3)=C2)cc1,-9,2
O=C(CSc1nncs1)Nc1ccc(Cl)cc1C(F)(F)F,6,3
Nc1c(C(=O)NCc2ccco2)nnn1CC(=O)Nc1ccccc1,17,-9
CCOC(=O)c1ccc(NC(=O)CSC(=S)N2CCOCC2)cc1,-4,-3
Cc1ccc(S(=O)(=O)N2CCC(C(=O)NCCC3=CCCCC3)CC2)cc1C,6,-5
c1ccc(N2CCN(Cc3cn4cccnc4n3)CC2)cc1,-1,-7

Overlap with the part before: 3 compounds; new compounds follow.
Compound,H9c2 TAG inh,H9c2 TAG inh DAPI viability
CCOC(=O)c1ccc(NC(=O)CSC(=S)N2CCOCC2)cc1,-4,-3
Cc1ccc(S(=O)(=O)N2CCC(C(=O)NCCC3=CCCCC3)CC2)cc1C,6,-5
c1ccc(N2CCN(Cc3cn4cccnc4n3)CC2)cc1,-1,-7
Cc1ccc(C(=O)NNC2=NC(C)(C)Cc3ccccc32)cc1,-13,4
O=S(=O)(NC1CCCCCCC1)c1ccccc1,-13,4
CCCCCC(=O)Nc1ccc(C(=O)CN2C(=O)NC3(CCCCCC3)C2=O)cc1,40,-18
Cc1ccc(OCc2ccc(C(=O)NN)o2)c([N+](=O)[O-])c1,-12,4
CCC(C)[C@H]1CNCCN1CCC12CC3CC(CC(C3)C1)C2 (stereo partly drawn),-1,5
COc1ccc(N2C(=O)CC(NNC(=O)c3cc(C)oc3C)C2=O)cc1 (stereo not drawn),18,-4
O=S1(=O)C=C(SCCN2CCCCC2)c2ccccc21,2,-4
Cc1occc1C(=O)N1N=C(C2CC2)CC1(O)C(F)(F)F (stereo not drawn),0,1
COc1ccc(C2NCCC3(O)CCCCC23)c(OC)c1OC (stereo not drawn),0,9
O=C(Nc1ccc(N2CCN(C(=O)c3ccccc3)CC2)c(Cl)c1)c1cccnc1,-5,0
